CHRM4 PAM = CHRM4 positive allosteric modulation; activation, % at 3 µM; CHO-K1 hM4/Gqi5, Fluo-8 calcium fluorescence, ACh EC20; 0% = ACh EC20, 100% = maximal ACh; P08173; 0.4% of 360,000 active;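 active = activation above its plate's cutoff, the mean activation of sample wells plus 3 SD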; note: some results filed as inactive read as strong as hits
Target sequence (P08173 whole entry, looked up): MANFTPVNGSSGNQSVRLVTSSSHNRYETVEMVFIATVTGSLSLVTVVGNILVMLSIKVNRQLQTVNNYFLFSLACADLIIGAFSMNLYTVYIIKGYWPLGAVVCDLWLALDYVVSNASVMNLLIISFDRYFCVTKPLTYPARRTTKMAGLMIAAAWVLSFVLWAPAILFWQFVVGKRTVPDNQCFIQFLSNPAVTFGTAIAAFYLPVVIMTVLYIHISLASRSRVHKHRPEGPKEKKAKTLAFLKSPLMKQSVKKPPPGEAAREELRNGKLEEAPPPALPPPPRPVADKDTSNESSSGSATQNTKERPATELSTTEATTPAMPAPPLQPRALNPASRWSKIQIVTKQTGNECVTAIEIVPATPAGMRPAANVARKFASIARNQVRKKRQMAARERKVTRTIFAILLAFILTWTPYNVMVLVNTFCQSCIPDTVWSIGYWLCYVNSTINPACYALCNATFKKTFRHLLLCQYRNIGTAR
CHRM5 PAM = CHRM5 positive allosteric modulation; CHO-K1 hM5, Fluo-8 calcium, ACh EC20 PAM; 0% = ACh EC20, 100% = ACh EC100; activation, % at 3 µM; 0.3% of 360,000 active; AID 624038;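 active = activation above the run cutoff, the mean activation of all test compounds plus 3 SD, cut at about 18% in these data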
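System – CHO-K1 hM5 cells · Compound – 3 µM, single dose · Incubation – compound preincubation 140 s before EC20 acetylcholine addition · Technique – Fluo-8 calcium fluorescence · Measure – Max/basal fluorescence ratio as % of EC20–EC100 ACh window · Benchmarks – low control EC20 acetylcholine (0%), high control EC100 acetylcholine (100%) · Replication – singlicate, one well per test compound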
CRFR2-BP antag = antagonists of CRF-binding protein/CRF-R2 receptor complex; AID 588475; inhibition, % at 11.8 µM; 0.59% of 350,000 active; HEK293 CRF-R2/CRF-BP, CRF-induced calcium fluorescence;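 active = inhibition of the ligand-induced calcium signal above about 50% at the single tested concentration, limit read from the data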
CHRM1 PAM = potentiates human M1 receptor response to acetylcholine | CHO-K1 hM1, Fluo-8 calcium fluorescence, ACh EC20; 0% = ACh EC20, 100% = maximal ACh | activation, % at 3 µM | 0.088% of 360,000 active | AID 588819; in the data active = activation above about 19%, passing the limit was not always enough
Target sequence (P11229 whole entry, looked up): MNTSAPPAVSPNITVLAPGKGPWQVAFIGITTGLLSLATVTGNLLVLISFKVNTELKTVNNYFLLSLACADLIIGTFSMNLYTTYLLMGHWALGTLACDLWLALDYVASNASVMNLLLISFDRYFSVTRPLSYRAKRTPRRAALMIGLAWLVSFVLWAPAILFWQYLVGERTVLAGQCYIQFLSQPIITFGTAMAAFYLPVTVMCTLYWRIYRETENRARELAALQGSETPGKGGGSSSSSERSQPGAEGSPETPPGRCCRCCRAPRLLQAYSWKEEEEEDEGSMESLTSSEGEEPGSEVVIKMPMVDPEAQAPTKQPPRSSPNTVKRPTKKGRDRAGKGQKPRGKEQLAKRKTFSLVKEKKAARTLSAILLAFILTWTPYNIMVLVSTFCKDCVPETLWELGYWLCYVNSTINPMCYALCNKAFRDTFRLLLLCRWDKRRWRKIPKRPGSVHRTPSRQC
M4 antag = antagonists of human muscarinic M4 receptor (CHRM4); P08173; CHO-hM4 cells, ACh EC80, Fluo-8 calcium fluorescence; inhibition, % at 3 µM; 0.73% of 360,000 active;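 active = inhibition above its plate's cutoff, the mean inhibition of sample wells plus 3 SD, cut at about 27% in these data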;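 note: 0% = acetylcholine EC80 with DMSO and 100% = DMSO without agonist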
CHRM5 antagonist = CHRM5 antagonism in calcium assay; 0.59% of 360,000 active; inhibition, % at 3 µM; AID 624040; CHO-hM5 cells, Fluo-8 calcium fluorescence, ACh EC80;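 active = inhibition above a per-plate cutoff, the mean of that plate's test compounds plus 3 SD, cut at about 27% in these data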;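 note: 0% = acetylcholine EC80 with DMSO and 100% = DMSO without agonist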
CHRM4 agonist = CHRM4 agonism in calcium assay; activation, % at 3 µM; P08173; CHO-K1 hM4/Gqi5, Fluo-8 calcium fluorescence; vehicle 0%, full acetylcholine response 100%; AID 624127; 0.14% of 360,000 active;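 active = activation above the run mean over all test wells plus 3 SD, cut at about 32% in these data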;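 note: peak over basal fluorescence ratio per well then scaled between controls; 0% = DMSO wells and 100% = acetylcholine at EC100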
CRFBP-R2 agonist = agonists of human CRF-binding protein/CRF-R2 receptor complex. HEK293 CRF-R2/CRF-BP, calcium dye fluorescence (FLIPR); percent of saturating CRF peptide response. activation, % at 13.2 µM. 0.46% of 350,000 active;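 active = activation of at least 50%, plus an integration ratio under a set limit after plate pattern correction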;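 note: plate controls were neutral control wells without compound for no effect and CRF at EC100 for full effect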
CHRM5 agonist = CHRM5 agonism in calcium assay; AID 624037; activation, % at 3 µM; P08912; 0.19% of 360,000 active; CHO-K1 hM5 cells, Fluo-8 calcium fluorescence; 0% DMSO wells, 100% maximal acetylcholine response;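 active = activation above the run's mean over test compounds plus 3 SD, cut at about 23% in these data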;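 note: signal is peak over basal fluorescence ratio across the kinetic read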
* hit, by the source's call; x = not tested or not shown. Compounds were not picked by outcome; overall some 2.6% were active at least once.

CHRM4 PAM | CHRM5 PAM | CRFR2-BP antag | CHRM1 PAM | M4 antag | CHRM5 antagonist | CHRM4 agonist | CRFBP-R2 agonist | CHRM5 agonist | SMILES
-3 | -4 | 10 | 2 | -10 | -2 | 1 | -0.4 | -6 | Cn1cc(SCC(=O)NCc2ccc(F)cc2)c2ccccc21
-4 | 7 | 9 | 12 | 2 | -12 | 0 | -0.1 | -1 | COc1ccc(/C=C(\NC(=O)c2ccc(OC)c(OC)c2)C(=O)N2CCN(C)CC2)cc1
-9 | -9 | -14 | -5 | 10 | 10 | 15 | -0.2 | 0 | CCCNC(=O)c1ccccc1NC(=O)c1ccc2c(c1)NC(=O)C(C)S2 (stereo not given)
14 | 6 | -4 | 7 | 0 | -6 | 1 | -0.5 | -1 | CCn1c(CNC(=O)COC)nc2ccccc21
-1 | -9 | -3 | -3 | 11 | 13 | 0 | 3.7 | -10 | Cc1ccc(S(=O)(=O)c2nc(S(C)(=O)=O)sc2N2CCN(C)CC2)cc1
-4 | 8 | 7 | 12 | 21 | 3 | 3 | 1.1 | -1 | CC(C)(C)NS(=O)(=O)c1ccc(C(=O)Nc2ccc3c(c2)OCO3)cc1
5 | 15 | 4 | 13 | 4 | -6 | 2 | -0.4 | 6 | CS(=O)(=O)N1CCN(c2nc3ccc(Cl)cc3s2)CC1
9 | 1 | -2 | 14 | -7 | -8 | 1 | 1.0 | 0 | O=c1c2cn[nH]c2[nH]c(=S)n1-c1ccccc1Cl
-5 | -6 | 1 | 1 | 22 | 15 | 12 | 1.4 | 1 | C=CC[C@@H](CC(=O)N[C@H](CO)Cc1ccccc1)C(=O)N[C@H](COC(=O)[C@@H](CC=C)Cc1ccc(F)cc1)Cc1c[nH]c2ccccc12
3 | 1 | 9 | 8 | -6 | 3 | 2 | 4.4 | -2 | CCOc1ccc(C2CC(c3cccc(C)c3)n3ncnc3N2)cc1 (stereo not given)
-5 | 3 | 2 | -6 | -6 | 15 | 1 | -2.8 | -8 | Clc1ccc(OCCN2CCOCC2)cc1
-11 | -12 | -8 | -12 | 16 | 9 | 18 | 1.9 | 1 | COc1ccccc1CN(C)C(=O)c1cc(-c2cccs2)nc2ccccc12
3 | 5 | 8 | 6 | 5 | 0 | -1 | -0.4 | -1 | COc1ccc(S(=O)(=O)N2Cc3ccccc3CC2C(=O)N2CCOCC2)cc1 (stereo not given)
2 | 6 | -1 | 1 | 10 | -3 | -2 | -0.3 | 0 | CCOC(=O)c1sc2nc(-c3ccco3)c3c(c2c1N)CC(C)(C)OC3
18 | 4 | -4 | 16 | -11 | -4 | 0 | -0.5 | 1 | NC(=O)NCC(=O)N1CCN(S(=O)(=O)c2ccc(Cl)s2)CC1
-2 | 5 | -6 | 2 | -4 | -4 | 0 | -0.3 | 0 | Cc1nnc(SCC(=O)NC2CCCC2)s1
4 | 1 | 1 | 1 | -1 | -4 | 4 | -0.6 | 6 | CCOc1ccccc1N1CC(C(=O)N2CCN(Cc3ccc(C#N)cc3)CC2)CC1=O (stereo not given)
1 | -9 | -4 | 0 | 8 | 1 | 7 | 0.8 | 1 | Cc1cccc(OCC(=O)N/N=C\c2cc3c(cc2[N+](=O)[O-])OCO3)c1C
-2 | 5 | 12 | 1 | -2 | -5 | 0 | -1.3 | 1 | COc1ccc(-n2nnc3c(=O)n(CC(=O)N4CCCCC4)cnc32)cc1
-9 | -12 | 5 | -5 | -4 | 2 | 12 | 2.2 | -2 | Cc1cccc(C)c1OCC(=O)Nc1cccc(NC(=O)c2ccco2)c1
0 | -3 | -13 | 3 | -1 | 1 | 2 | 2.2 | 2 | O=C(Cn1cc2c(n1)CCCC2)Nc1cc(-c2cccc(Cl)c2)no1
1 | 4 | -2 | 5 | 3 | 1 | 1 | 0.4 | 1 | CC(=O)Nc1ccc(NC(=O)COC(=O)C2CCCCC2)cc1
0 | 2 | -22 | -4 | -3 | -3 | 3 | -5.5 | 8 | O=C(NN=Cc1c(O)ccc2ccccc12)C1CC1
1 | 5 | 11 | 4 | -6 | 1 | 1 | 0.8 | 0 | COc1ccc(-c2nnc(SCc3ccc(C(=O)O)cc3)n2C)cc1OC
-4 | -3 | -1 | -2 | 3 | 6 | 1 | 0.4 | -2 | COc1ccc(N(CC(=O)NC2CCCCC2)C(=O)CCC(=O)Nc2nc(C)cs2)cc1OC
7 | 5 | 3 | 10 | -16 | 5 | 2 | 1.5 | 0 | NC(CCC(=O)O)C12CC3CC(CC(C3)C1)C2 (stereo not given)
3 | -1 | -2 | 5 | -7 | 3 | 1 | 0.6 | 1 | Cc1c(Cl)c(C(=O)NC2CCCC2)nn1C
-4 | -23 | -16 | -7 | 2 | 2 | 10 | 7.3 | 2 | COC(=O)C(CC(=O)c1ccc(Cl)cc1)c1ccccc1 (stereo not given)
-6 | -7 | -3 | 3 | 0 | 8 | 2 | -1.5 | -4 | COc1ccc(OC)c(NC(=O)CN(c2ccc(C)cc2)S(=O)(=O)c2c(C)n[nH]c2C)c1
-3 | -1 | 13 | -1 | 8 | 2 | 0 | 0.7 | 0 | N#Cc1c(NC(=O)CCCC(=O)O)sc2c1CCCCC2
6 | 5 | -9 | 11 | -1 | 4 | 2 | 1.3 | -4 | O=C(CSc1nnc(NC(=O)c2c(F)cccc2F)s1)NCc1ccccc1
5 | 2 | 0 | 2 | 9 | 0 | 0 | -0.5 | -2 | CC(C)NC(=O)C1CCN(Cc2cnn(-c3ccccc3)c2-n2cccc2)CC1
-7 | -11 | 7 | -4 | 5 | 18 | 17 | 1.2 | 4 | CN(C)S(=O)(=O)c1ccc(Oc2ccc(S(=O)(=O)N(C)C)cc2)cc1
4 | 5 | 12 | 8 | 10 | 0 | 0 | -0.2 | 1 | CCN(CC)S(=O)(=O)c1ccc(C)c(NC(=O)CSc2nnnn2C)c1
-1 | 8 | 2 | 9 | -4 | 2 | 1 | -1.2 | 2 | C[C@@H]1CN([C@H](C)CO)C(=O)Cc2cc(NS(=O)(=O)c3ccc(F)cc3)ccc2O[C@H]1CN(C)Cc1ccc(C(=O)O)cc1
11 | -4 | x | x | -9 | 5 | 1 | x | -1 | C=C[C@@H](c1ccccc1)[C@](C)(O)C(=O)O
10 | -6 | 18 | 16 | -5 | 2 | 3 | 2.8 | -1 | FC(F)(F)c1cccc(NC(=S)N2CCN(c3ccccc3)CC2)c1
-3 | -8 | x | -4 | 12 | 7 | 20 | x | 5 | CC(=O)Nc1cc(-c2ccccc2)cn2c(-c3ccc(F)cc3)cnc12
-1 | -6 | -14 | 1 | 5 | 6 | -1 | 0.6 | -1 | C=CCN(C(=O)c1ccc(Cl)cc1)c1ccccc1C(=O)NCC(=O)O
8 | -3 | 33 | 14 | 2 | 12 | 1 | -1.2 | -1 | COc1ccccc1CC(=O)Nc1cccc(F)c1

Five entries already listed, sorted by molar mass, descending:
CHRM4 PAM | CHRM5 PAM | CRFR2-BP antag | CHRM1 PAM | M4 antag | CHRM5 antagonist | CHRM4 agonist | CRFBP-R2 agonist | CHRM5 agonist | SMILES
-6 | -7 | -3 | 3 | 0 | 8 | 2 | -1.5 | -4 | COc1ccc(OC)c(NC(=O)CN(c2ccc(C)cc2)S(=O)(=O)c2c(C)n[nH]c2C)c1
-7 | -11 | 7 | -4 | 5 | 18 | 17 | 1.2 | 4 | CN(C)S(=O)(=O)c1ccc(Oc2ccc(S(=O)(=O)N(C)C)cc2)cc1
10 | -6 | 18 | 16 | -5 | 2 | 3 | 2.8 | -1 | FC(F)(F)c1cccc(NC(=S)N2CCN(c3ccccc3)CC2)c1
-4 | -23 | -16 | -7 | 2 | 2 | 10 | 7.3 | 2 | COC(=O)C(CC(=O)c1ccc(Cl)cc1)c1ccccc1 (stereo not given)
8 | -3 | 33 | 14 | 2 | 12 | 1 | -1.2 | -1 | COc1ccccc1CC(=O)Nc1cccc(F)c1

Part of the list above, reformatted:
O=C(NN=Cc1c(O)ccc2ccccc12)C1CC1
  CHRM4 PAM: 0
  CHRM5 PAM: 2
  CRFR2-BP antag: -22
  CHRM1 PAM: -4
  M4 antag: -3
  CHRM5 antagonist: -3
  CHRM4 agonist: 3
  CRFBP-R2 agonist: -5.5
  CHRM5 agonist: 8

COc1ccc(-c2nnc(SCc3ccc(C(=O)O)cc3)n2C)cc1OC
  CHRM4 PAM: 1
  CHRM5 PAM: 5
  CRFR2-BP antag: 11
  CHRM1 PAM: 4
  M4 antag: -6
  CHRM5 antagonist: 1
  CHRM4 agonist: 1
  CRFBP-R2 agonist: 0.8
  CHRM5 agonist: 0

Whole records as entered above. Screens in order: CHRM4 PAM	CHRM5 PAM	CRFR2-BP antag	CHRM1 PAM	M4 antag	CHRM5 antagonist	CHRM4 agonist	CRFBP-R2 agonist	CHRM5 agonist
Entry for `C[C@@H]1CN([C@H](C)CO)C(=O)Cc2cc(NS(=O)(=O)c3ccc(F)cc3)ccc2O[C@H]1CN(C)Cc1ccc(C(=O)O)cc1` : -1	8	2	9	-4	2	1	-1.2	2
Entry for `COC(=O)C(CC(=O)c1ccc(Cl)cc1)c1ccccc1` (stereo not given) : -4	-23	-16	-7	2	2	10	7.3	2

(next part)
CHRM4 PAM | CHRM5 PAM | CRFR2-BP antag | CHRM1 PAM | M4 antag | CHRM5 antagonist | CHRM4 agonist | CRFBP-R2 agonist | CHRM5 agonist | SMILES
5 | -1 | 12 | -1 | -10 | -5 | 7 | -0.2 | -3 | C=CCN(c1ccccc1)S(=O)(=O)c1ccc2c(c1)NC(=O)C(C)S2 (stereo not given)
9 | 5 | 12 | 0 | 16 | 5 | 2 | 0.1 | -2 | O=S(=O)(Nc1nc2ccccc2nc1OCC(F)(F)F)c1cccs1
-3 | -1 | -15 | 7 | 7 | 12 | 4 | 11 | 0 | CCOc1ccc(N(C)S(=O)(=O)c2ccc(C)c(C(=O)OCC(=O)c3c[nH]c4ccccc34)c2)cc1
-4 | 7 | -5 | 13 | 1 | -6 | 1 | 0.4 | 0 | COc1ccc(N(C(=O)c2snc(C(N)=O)c2N)C(C(=O)NC2CCCC2)c2ccc(F)cc2)c(OC)c1 (stereo not given)
5 | 1 | x | 10 | -4 | 2 | 10 | x | 6 | NC(c1ccccc1)c1csc(NC(=O)NCC2CCCCC2)n1 (stereo not given)
5 | -1 | 16 | 9 | 1 | 5 | 1 | 5.0 | -2 | c1csc(CNCCCN2CCOCC2)c1

Part of the list above, reduced to CHRM1 PAM and M4 antag:
canonical_smiles | CHRM1 PAM | M4 antag
NC(CCC(=O)O)C12CC3CC(CC(C3)C1)C2 (stereo not given) | 10 | -16
Cc1c(Cl)c(C(=O)NC2CCCC2)nn1C | 5 | -7
COC(=O)C(CC(=O)c1ccc(Cl)cc1)c1ccccc1 (stereo not given) | -7 | 2
COc1ccc(OC)c(NC(=O)CN(c2ccc(C)cc2)S(=O)(=O)c2c(C)n[nH]c2C)c1 | 3 | 0

Screening data from PubChem.
